Assay outcomes deposited in PubChem BioAssay by several laboratories.
VHR inh abs: blocks human VHR1 dual specificity phosphatase | recombinant VHR phosphatase, pNPP absorbance | inhibition, % at 13.3 µM | actives 0.52% (n = 290,000) | AID 1654; in the data active means inhibition above about 50%; further: some compounds called inactive have numbers as strong as hits
Target sequence (P51452 whole entry, looked up): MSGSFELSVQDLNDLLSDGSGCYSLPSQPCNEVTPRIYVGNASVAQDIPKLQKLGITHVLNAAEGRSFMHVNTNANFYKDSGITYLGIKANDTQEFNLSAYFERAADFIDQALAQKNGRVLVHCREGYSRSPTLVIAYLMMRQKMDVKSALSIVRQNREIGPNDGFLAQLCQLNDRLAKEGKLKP
TcdB GH inh: TcdB glycohydrolase inhibition | AID 652162 | inhibition, % at 9.99 µM | P18177 | TcdB glycohydrolase enzymatic assay, plate reader | actives 0.24% (n = 350,000); in the data active means inhibition above about 10%
SARS 3CLpro inh: SARS-CoV 3CLpro protease inhibition. recombinant SARS-CoV 3CLpro, quenched FRET peptide cleavage. actives 0.14% (n = 290,000). inhibition, % at 6 µM; in the data active means inhibition above about 12%
SSB-PriA inh: K. pneumoniae PriA-SSBct interaction inhibition. actives 0.6% (n = 430,000). AlphaScreen SSBct-PriA binding, biotinylated peptide. inhibition, % at 33 µM. AID 1272365; in the data active means inhibition mostly above about 37%, no sharp cut-off; inactive means mostly below about 20%;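 further: plate controls were negative control peptide for no effect and reference peptide for full effect; strong numbers were not always called active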
Yp Topo-I inh: blocks Yersinia pestis topoisomerase I activity; Y. pestis Topo-I cleavage product accumulation, plate reader; activity, % at 10 µM; actives 0.064% (n = 360,000); AID 504884; in the data active means activity above about 50%, passing the limit was not always enough; further: inactives centre near 2
MazF activator: activators of E. coli MazEF toxin-antitoxin RNase; actives 0.32% (n = 350,000); P0AE70; FAM/BHQ RNA-DNA oligo cleavage fluorescence, 5 h; activation, % at 20 µM; in the data active means activation above about 50%
Target sequence (P0AE70 whole entry, looked up): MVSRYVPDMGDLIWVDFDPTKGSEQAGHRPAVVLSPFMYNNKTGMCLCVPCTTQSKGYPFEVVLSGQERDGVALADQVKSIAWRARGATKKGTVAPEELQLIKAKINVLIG
BH1578 lux ind: induces V. cholerae light production without autoinducers | V. cholerae BH1578 lux reporter, luminescence, 6 h | activation, % at 18.7 µM | actives 0.16% (n = 350,000); in the data active means activation mostly above about 9.7%, no sharp cut-off; further: not every result past the cut was called active; inactives centre near 0; reference of the scale not given here
CCHFV vOTU inh: CCHFV vOTU protease inhibition; actives 0.55% (n = 370,000); inhibition, % at 11.5 µM; Pep-AMC fluorescence; in the data active means inhibition above about 30%; further: 0% = vehicle wells with enzyme and 100% = no enzyme wells
Rv3671c inh: inhibits the M. tuberculosis serine protease Rv3671c | P9WHR9 | inhibition, % at 5.96 µM | actives 0.048% (n = 320,000) | AID 2606; in the data active means inhibition above about 38%;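 further: extracellular domain of Rv3671c used as enzyme; 0% = enzyme with DMSO and 100% = no enzyme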
Target sequence (P9WHR9 whole entry, looked up, the tested form may be a part): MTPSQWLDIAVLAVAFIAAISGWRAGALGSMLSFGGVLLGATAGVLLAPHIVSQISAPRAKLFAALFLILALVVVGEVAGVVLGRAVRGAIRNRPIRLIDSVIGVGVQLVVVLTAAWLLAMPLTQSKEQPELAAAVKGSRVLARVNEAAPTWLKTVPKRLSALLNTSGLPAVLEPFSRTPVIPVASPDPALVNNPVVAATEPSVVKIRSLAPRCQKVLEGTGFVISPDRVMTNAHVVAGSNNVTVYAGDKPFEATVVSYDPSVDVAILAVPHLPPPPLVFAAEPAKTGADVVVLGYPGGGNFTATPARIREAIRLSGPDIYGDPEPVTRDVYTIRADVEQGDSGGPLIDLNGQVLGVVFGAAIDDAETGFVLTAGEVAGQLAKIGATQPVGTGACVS
PrPC TRFRET: cell surface PrPC inhibition, primary TR-FRET screen; P04156; TR-FRET read-out; actives 0.43% (n = 370,000); inhibition, % at 13.8 µM; AID 720596; in the data active means inhibition above about 24%; further: 0% = median of the test wells and 100% = reference compound wells
The depositor's hits bear a star; i = inactive; . = no result given; & = joins results of further samples; ! = a repeat was not active.

Field names: A = VHR inh abs; B = TcdB GH inh; C = SARS 3CLpro inh; D = SSB-PriA inh; E = Yp Topo-I inh; F = MazF activator; G = BH1578 lux ind; H = CCHFV vOTU inh; I = Rv3671c inh; J = PrPC TRFRET
[1] COC(=O)C1=C(C(=O)c2ccc(C)cc2)C(c2ccccc2)n2nnnc2N1 (configuration not stated)
  A: 17; B: .; C: 1; D: -14; E: -1; F: 6; G: 0.7; H: 6; I: 2; J: -12
[2] COc1ccc2cnn(-c3ccccc3)c(=O)c2c1OC
  A: -5; B: .; C: -4; D: -4; E: 0; F: -3; G: i; H: 2; I: 0; J: -2
[3] Nc1nc2cc3ccccc3cc2[nH]c1=O
  A: 23; B: 0.2; C: -9; D: -12; E: -2; F: -5; G: -0.2; H: 3; I: -1; J: -5
[4] O=C(Cn1c(=O)c2cccn2c2ccccc21)NCCc1ccccc1
  A: 1; B: 0.3; C: 4; D: 0; E: 1; F: -7; G: -0.3; H: 8; I: -9; J: -1
[5] CCN1CCCC(OC(=O)c2cc(-c3ccccc3Cl)nc3ccccc23)C1 (configuration not stated)
  A: -3; B: 0.4; C: -2; D: 12; E: 6; F: 2; G: -0.5; H: -6; I: -6; J: 0
[6] Cc1ccc(Sc2ncccc2COC(=O)Nc2ccccc2)cc1
  A: 10; B: .; C: -1; D: -54; E: 12; F: -3; G: -0.7; H: 4; I: -13; J: 14
[7] C/C(=N/NC(=O)c1cccs1)c1cccc(N)c1
  A: 34; B: .; C: -2; D: .; E: 2; F: 10; G: -4.5; H: 22; I: -10; J: 13
[8] O=C(Nc1nccs1)c1cc2sccc2n1Cc1ccc(Cl)cc1
  A: 38; B: 1.9; C: -4; D: -4; E: 3; F: 7; G: -0.2; H: 5; I: -1; J: 6
[9] CCC(=O)Nc1ccc(NC(=O)CSc2nnnn2C2CCCC2)cc1C
  A: -12; B: -1.0; C: 6; D: -11; E: 4; F: 5; G: i; H: 8; I: .; J: -8
[10] O=C(c1ccccc1)N1CCN(C(=O)N2CCCCC2)CC1
  A: -4; B: .; C: -2; D: 24; E: -1; F: 4; G: i; H: -5; I: -11; J: -5
[11] Cc1cc(C(=O)CSc2nnnn2-c2ccccc2)c(C)n1CCc1ccccc1
  A: -9; B: .; C: 0; D: 5; E: -11; F: -2; G: 3.7; H: -6; I: 6; J: 1
[12] O=C(Nc1ccnn1C1CCN(C2CCCCC2)CC1)c1cccc(F)c1
  A: -6; B: -4.3; C: -9; D: 8; E: -4; F: 2; G: -0.3; H: -10; I: .; J: 4
[13] Cc1cnccc1CNC(=O)CC1C(=O)NCCN1CC(C)(C)C (configuration not stated)
  A: -7; B: -1.1; C: 2; D: -6; E: -1; F: -5; G: 0.4; H: -1; I: -10; J: 6
[14] COC(=O)c1ccc2cn[nH]c2c1
  A: .; B: 1.0; C: .; D: .; E: 4; F: 4; G: i; H: -8; I: .; J: 7
[15] CCOC(=O)CN1CCC(c2cc(-c3ccc(Cl)cc3)n[nH]2)CC1
  A: 44; B: 1.6; C: -1; D: -4; E: -8; F: -10; G: i; H: -3; I: 1; J: -3
[16] CC1(C)Cc2cccc(OCC(N)=O)c2O1
  A: 14; B: .; C: 3; D: 2; E: 4; F: 3; G: -4.2; H: 10; I: -4; J: -3
[17] COc1ccc(/C=C(/NC(=O)c2ccccc2)C(=O)N/N=C/c2ccncc2)c(OC)c1
  A: 7; B: .; C: -1; D: .; E: 10; F: 8; G: -0.3; H: 9; I: 2; J: -11
[18] Cc1ccccc1Nc1nccc(N(C)C)c1C#N
  A: 22; B: 0.2; C: 1; D: 5; E: 2; F: 5; G: 0.5; H: 8; I: -1; J: 0
[19] COCCNC(=S)Nc1cc2oc3ccccc3c2cc1OC
  A: 24; B: 0.5; C: 0; D: 13; E: -6; F: 10; G: -0.6; H: 3; I: .; J: 6
[20] Cc1cc(S(=O)(=O)N2CCCCC2CCNC(=O)C(=O)NCC2CCCO2)ccc1F (configuration not stated)
  A: .; B: 0.6; C: .; D: 2; E: 14; F: -3; G: 7.9; H: -6; I: -3; J: -3
[21] Cc1ccc(S(=O)(=O)NCC(=O)OCC(=O)Nc2ncc(Cl)cc2Cl)cc1
  A: 17; B: .; C: -8; D: -20; E: 6; F: 9; G: i; H: 7; I: -2; J: -2
[22] CCN(CC)CCN1CCN(c2cncc(-c3ccc4ccccc4c3)n2)CC1
  A: .; B: 1.1; C: .; D: .; E: -6; F: .; G: 1.4; H: -15; I: .; J: -13
[23] CCn1nnc(NC(=O)c2cccnc2Cl)n1
  A: -14; B: .; C: 1; D: 3; E: 2; F: 4; G: -0.7; H: 16; I: 0; J: -4
[24] COc1ccc(NC(=O)CSCC(=O)Nc2cc(Cl)ccc2N2CCOCC2)cc1
  A: .; B: 2.2; C: .; D: -4; E: -3; F: -3; G: -0.7; H: -8; I: 0; J: 5
[25] CC(NC(=O)CN(c1cccc(C(F)(F)F)c1)S(C)(=O)=O)c1ccccc1 (configuration not stated)
  A: 0; B: 1.5; C: 5; D: -14; E: 0; F: 8; G: -0.3; H: 4; I: 13; J: 8
[26] CN1CC[C@@]2(C)c3cc(O)ccc3N(C)[C@@H]12
  A: .; B: -10&-6.3; C: .; D: 0; E: 2&9; F: 7&-6; G: -0.4&-0.7; H: 40*!; I: .; J: -12&-2
[27] CCn1cc(CN2CCN(CCC(C)C)C(CCO)C2)c2ccccc21 (configuration not stated)
  A: 6; B: 0.9; C: 1; D: 2; E: -2; F: 5; G: i; H: -12; I: -9; J: -13
[28] Cc1cccc(C(=O)NC2CCCc3ccccc32)c1 (configuration not stated)
  A: 11; B: 0.3; C: -4; D: .; E: .; F: .; G: .; H: 12; I: 14; J: 0
[29] COc1cc(/C=C/C(=O)Nc2cccc(S(=O)(=O)NC3=NCCCCC3)c2)ccc1OCC#N
  A: .; B: -0.2; C: .; D: -13; E: -6; F: -10; G: i; H: 3; I: -13; J: 2
[30] COC(=O)c1nnn(CC(=O)NC(=O)Nc2cccc(C)c2C)c1C(=O)OC
  A: -6; B: .; C: 0; D: 7; E: 0; F: 0; G: i; H: -22; I: -7; J: 3
[31] Cc1cc(C)n(CC(O)CN2c3ccccc3Sc3ccccc32)n1 (configuration not stated)
  A: 29; B: .; C: 10; D: 12; E: -4; F: -3; G: i; H: 5; I: 9; J: -1
[32] COc1cc(/C=N/N=C/c2cc(OC)c(O)c(OC)c2)cc(OC)c1O
  A: -3; B: .; C: -6; D: .; E: -4; F: -42; G: 0.0; H: 13; I: -11; J: 8
[33] CC(C)(CC(=O)O)CC(=O)N1CCCN(c2nc3ccc(Cl)cc3s2)CC1
  A: 21; B: 0.6; C: 1; D: -1; E: 2; F: -3; G: -0.3; H: -7; I: -4; J: 5
[34] O=C(c1ccco1)N1CCN(c2ccc(S(=O)(=O)N3CCCC3)cc2)CC1
  A: -10; B: .; C: 3; D: -17; E: -7; F: -5; G: i; H: -4; I: 2; J: -5
[35] CC(C)Oc1ccc(F)cc1-c1cc(C(=O)Nc2ccccc2)[nH]n1
  A: .; B: 0.3; C: .; D: .; E: -10; F: .; G: i; H: 5; I: .; J: -3
[36] COc1ccc([N+](=O)[O-])cc1COc1ccc2c(-c3ccccc3)cc(=O)oc2c1
  A: 16; B: .; C: 1; D: -11; E: 9; F: -9; G: -0.8; H: 14; I: 4; J: 2
[37] COc1ccccc1-c1noc(-c2ccncc2)n1
  A: -11; B: .; C: 8; D: -6; E: -3; F: 2; G: i; H: 13; I: -4; J: -4
[38] CC1Cc2ccccc2N1S(=O)(=O)c1cccc(C(=O)N2Cc3ccccc3CC2C(N)=O)c1 (configuration not stated)
  A: .; B: 1.5; C: .; D: 9; E: 18; F: 3; G: -0.3; H: 11; I: -3; J: 3

Filtered by structure: the entries above with a Cl atom.
Field names: A = VHR inh abs; B = TcdB GH inh; C = SARS 3CLpro inh; D = SSB-PriA inh; E = Yp Topo-I inh; F = MazF activator; G = BH1578 lux ind; H = CCHFV vOTU inh; I = Rv3671c inh; J = PrPC TRFRET
[5] CCN1CCCC(OC(=O)c2cc(-c3ccccc3Cl)nc3ccccc23)C1 (configuration not stated)
  A: -3; B: 0.4; C: -2; D: 12; E: 6; F: 2; G: -0.5; H: -6; I: -6; J: 0
[8] O=C(Nc1nccs1)c1cc2sccc2n1Cc1ccc(Cl)cc1
  A: 38; B: 1.9; C: -4; D: -4; E: 3; F: 7; G: -0.2; H: 5; I: -1; J: 6
[15] CCOC(=O)CN1CCC(c2cc(-c3ccc(Cl)cc3)n[nH]2)CC1
  A: 44; B: 1.6; C: -1; D: -4; E: -8; F: -10; G: i; H: -3; I: 1; J: -3
[21] Cc1ccc(S(=O)(=O)NCC(=O)OCC(=O)Nc2ncc(Cl)cc2Cl)cc1
  A: 17; B: .; C: -8; D: -20; E: 6; F: 9; G: i; H: 7; I: -2; J: -2
[23] CCn1nnc(NC(=O)c2cccnc2Cl)n1
  A: -14; B: .; C: 1; D: 3; E: 2; F: 4; G: -0.7; H: 16; I: 0; J: -4
[24] COc1ccc(NC(=O)CSCC(=O)Nc2cc(Cl)ccc2N2CCOCC2)cc1
  A: .; B: 2.2; C: .; D: -4; E: -3; F: -3; G: -0.7; H: -8; I: 0; J: 5
[33] CC(C)(CC(=O)O)CC(=O)N1CCCN(c2nc3ccc(Cl)cc3s2)CC1
  A: 21; B: 0.6; C: 1; D: -1; E: 2; F: -3; G: -0.3; H: -7; I: -4; J: 5

Only part of the results is shown (hit frequency here may not be typical).
